Rtt109 Vps75 – inhibitors of Candida albicans Rtt109/Vps75 histone acetyltransferase; Q5AAJ8; purified Rtt109/Vps75, ThioGlo CoA-SH fluorescence, 4 h; inhibition, % at 34.9 µM; actives 0.16% (n = 330,000);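 active means inhibition of at least 50% in every replicate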
Mot1-301 SUMO – blocks SUMOylation pathway, rescuing yeast Mot1-301 growth; S. cerevisiae Mot1-301 growth rescue, ATP luminescence, 38.5C; percent above DMSO median, 100 means doubled; growth rescue, % at 18.8 µM; actives 1% (n = 320,000); AID 2716;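 active means every valid replicate shows activation above 250% relative to neutral control wells; inactive means the rest, any valid replicate at or below 250%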;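 further: OY570 slx delta 5 strain wells were the positive control but not used for scaling; some compounds called inactive have numbers as strong as hits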
RTF Ca sens inh – cardiac RTF calcium desensitization; P19429+P45379; IANBD-labeled cardiac RTF, Ca2+ fluorescence; actives 0.12% (n = 340,000); inhibition, % at 7.15 µM;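 active means inhibition above the mean inhibition of all tested compounds plus 3 SD, cut at about 17% in these data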;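 further: assay run at fixed EC70 calcium of 1.6 mM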
Keap1-Nrf2 PPI – inhibitors of human Keap1-Nrf2 protein-protein interaction; actives 0.15% (n = 340,000); inhibition, % at 9.4 µM; Q14145; Keap1 Kelch-Nrf2 peptide fluorescence polarization, 1536-well; AID 504523; in the data active means inhibition above about 12%;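 further: human Keap1 Kelch domain with fluorescein labeled Nrf2 9mer peptide probe; 0% = neutral control wells and 100% = peptide positive control; higher means more block of Keap1 binding to Nrf2 peptide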
LANA DNA inh – inhibitors of KSHV LANA C-terminal domain DNA binding; AID 504423; actives 0.078% (n = 340,000); MBP-C-LANA/FAM-LBS DNA binding, fluorescence polarization; inhibition, % at 9 µM;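 active means highest replicate inhibition at or above 60% at 9 µM, even if other replicates fall short; inactive means all replicates below 60% inhibition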;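 further: 0% = neutral control wells and 100% = 4 µM acridine orange control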
dFosB act – activators of mouse delta FosB homodimer; purified delta FosB, TAMRA-CDK5 oligo fluorescence polarization; percent of positive-control signal above neutral wells; actives 0.99% (n = 340,000); AID 493131; activation, % at 25 µM;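 active means mean activation above about 17%, with every replicate also reaching it, limit read from the data, passing the limit was not always enough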;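 further: fluorescence polarization rise as delta FosB binds a TAMRA Cdk5 AP-1 oligo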
CDK5 p35 inh – blocks human CDK5/p35 kinase activity; Q00535+Q15078; Recombinant CDK5/p35, ADP-Glo luminescence, 60 min; inhibition, % at 10 µM; actives 0.01% (n = 330,000);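 active means highest replicate inhibition of at least 50% and at least 75% of replicates reaching 50%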;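 further: plate controls were DMSO neutral control for no effect and GW8510 at 10 µM for full effect; many of its hits are not listed in these tables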
NSD2 HMT inh – blocks human histone methyltransferase NSD2; actives 0.54% (n = 310,000); NSD2 peptide methylation, AlphaScreen, 120 min; inhibition, % at 12.5 µM; in the data active means inhibition above about 50%
Target sequence (O96028 whole entry, looked up): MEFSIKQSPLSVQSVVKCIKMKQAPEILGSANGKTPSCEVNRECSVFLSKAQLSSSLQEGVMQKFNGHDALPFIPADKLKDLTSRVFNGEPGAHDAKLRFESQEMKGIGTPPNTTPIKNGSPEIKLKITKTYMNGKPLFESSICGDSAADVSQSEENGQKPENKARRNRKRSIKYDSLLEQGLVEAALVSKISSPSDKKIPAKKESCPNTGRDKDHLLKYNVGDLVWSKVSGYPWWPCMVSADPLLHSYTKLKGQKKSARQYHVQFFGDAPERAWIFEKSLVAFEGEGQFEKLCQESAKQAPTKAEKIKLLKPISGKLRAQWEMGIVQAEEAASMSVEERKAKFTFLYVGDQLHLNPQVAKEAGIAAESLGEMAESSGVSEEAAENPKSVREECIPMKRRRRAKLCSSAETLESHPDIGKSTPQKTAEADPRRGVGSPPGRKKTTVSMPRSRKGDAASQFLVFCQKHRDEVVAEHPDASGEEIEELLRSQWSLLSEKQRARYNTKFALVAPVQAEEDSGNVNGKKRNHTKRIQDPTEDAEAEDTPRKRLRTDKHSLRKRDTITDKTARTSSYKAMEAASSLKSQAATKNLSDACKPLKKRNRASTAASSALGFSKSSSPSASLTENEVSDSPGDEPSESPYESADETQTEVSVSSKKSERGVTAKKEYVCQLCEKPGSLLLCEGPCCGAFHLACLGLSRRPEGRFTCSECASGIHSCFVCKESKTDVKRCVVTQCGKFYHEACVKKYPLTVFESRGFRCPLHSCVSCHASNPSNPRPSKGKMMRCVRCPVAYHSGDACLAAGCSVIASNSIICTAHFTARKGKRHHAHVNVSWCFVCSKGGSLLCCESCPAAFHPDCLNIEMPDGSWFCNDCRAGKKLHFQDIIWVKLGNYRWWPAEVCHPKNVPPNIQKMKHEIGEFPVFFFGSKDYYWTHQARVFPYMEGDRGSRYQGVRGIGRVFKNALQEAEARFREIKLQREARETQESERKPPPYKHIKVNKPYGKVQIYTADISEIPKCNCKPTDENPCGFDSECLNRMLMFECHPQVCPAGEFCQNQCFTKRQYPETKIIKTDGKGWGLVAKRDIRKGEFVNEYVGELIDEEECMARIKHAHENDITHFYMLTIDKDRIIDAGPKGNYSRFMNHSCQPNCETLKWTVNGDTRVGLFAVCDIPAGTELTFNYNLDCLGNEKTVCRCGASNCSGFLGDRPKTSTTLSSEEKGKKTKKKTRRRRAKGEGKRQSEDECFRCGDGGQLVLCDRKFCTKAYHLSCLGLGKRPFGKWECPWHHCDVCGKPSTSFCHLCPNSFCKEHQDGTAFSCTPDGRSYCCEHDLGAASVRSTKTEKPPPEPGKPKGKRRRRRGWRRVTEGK
PfHsp90 set2 – growth inhibition of yeast expressing Plasmodium Hsp90; inhibition, % at 9.4 µM; S. cerevisiae expressing PfHsp90, BacTiter-Glo ATP, 48 h; yeast lacking PDR1 and PDR3 efflux regulators; actives 0.32% (n = 310,000); AID 504621;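 active means every replicate shows inhibition above about 80%, whatever the replicate mean, limit read from the data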;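 further: 0% = DMSO neutral controls and 100% = 20 µM radicicol positive controls; yeast relying on Plasmodium falciparum Hsp90 in place of its own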
cardiac RTF act – cardiac RTF calcium sensitization. IANBD-labeled TnC RTF fluorescence at EC20 calcium; 0% EC20 calcium, 100% full calcium. activation, % at 7.2 µM. P19429+P45379. AID 493008. actives 0.24% (n = 340,000);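 active means activation above the mean over all tested compounds plus 3 SD, cut at about 30% in these data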;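 further: rise in fluorescence read as greater calcium sensitivity of cardiac thin filaments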
PvdQ acylase – blocks Pseudomonas aeruginosa PvdQ acylase activity; purified PvdQ acylase, fluorescence plate reader; inhibition, % at 10 µM; actives 0.063% (n = 340,000); AID 488965; in the data active means inhibition above about 30%, passing the limit was not always enough;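 further: 0% = vehicle neutral wells and 100% = reference inhibitor wells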
* marks the source's active call; other numbers are inactive results; . = no result given.

SMILES | Rtt109 Vps75 | Mot1-301 SUMO | RTF Ca sens inh | Keap1-Nrf2 PPI | LANA DNA inh | dFosB act | CDK5 p35 inh | NSD2 HMT inh | PfHsp90 set2 | cardiac RTF act | PvdQ acylase
COc1ccc(C2CC(c3ccccc3)=NN2S(=O)(=O)c2ccccc2)c(OC)c1 (stereo not given) | -20 | -10 | 1 | 1 | 1.3 | -4 | -1.0 | -1 | 12 | -5 | -2
CCCC1S/C(=N/N=C/c2cccs2)NC1=O (stereo not given) | -1 | 17 | -5 | -1 | 1.0 | 6 | -0.2 | -2 | -33 | -4 | -4
Nc1nc(Nc2ccc(Cl)cc2)n[nH]1 | -5 | 81 | -8 | 6 | 0.6 | 3 | 0.1 | 0 | 15 | -7 | -10
C=CCOc1cc(C)nc(-c2ccccc2O)n1 | -6 | 74 | -7 | 1 | 1.4 | 2 | 0.4 | 0 | . | 4 | -12
CN1CCN(c2ccc(Cl)cc2NC(=O)c2cccc(S(=O)(=O)N(C)C)c2)CC1 | 1 | -21 | -5 | -2 | 0.9 | -7 | -3.4 | . | -15 | 1 | -10
CCc1ccc(C(=O)CC2(O)C(=O)N(CN3CCOCC3)c3ccccc32)cc1 (stereo not given) | -2 | -1 | -13 | 0 | 0.6 | -1 | 0.8 | 0 | 9 | 0 | -12
COc1cc(NC(=O)c2ccc3c(c2)OCO3)ccc1NC(=O)c1cccs1 | -33 | 0 | -4 | -1 | -0.7 | -11 | -2.3 | 1 | . | -3 | -9
Cc1ccc(C(=O)CC(C(=O)O)n2cccn2)cc1 (stereo not given) | -1 | -10 | -7 | 1 | 0.5 | 4 | 0.2 | 1 | -10 | -5 | -14
CN(C)c1ccc(/C=C(\NC(=O)c2ccccc2)C(=O)NCCCN2CCOCC2)cc1 | 7 | 6 | -4 | -6 | -1.9 | -3 | -1.2 | -1 | -6 | 1 | -11
COC(=O)C(C)NC(=O)c1cn(-c2ccccc2OC)c(=O)c2ccccc12 (stereo not given) | . | -23 | 2 | -2 | 0.5 | -1 | 0.2 | -4 | 24 | -3 | -5

3 compounds from above, reduced to cardiac RTF act:
SMILES | cardiac RTF act
CCc1ccc(C(=O)CC2(O)C(=O)N(CN3CCOCC3)c3ccccc32)cc1 (stereo not given) | 0
Cc1ccc(C(=O)CC(C(=O)O)n2cccn2)cc1 (stereo not given) | -5
CCCC1S/C(=N/N=C/c2cccs2)NC1=O (stereo not given) | -4

(more compounds)
SMILES | Rtt109 Vps75 | Mot1-301 SUMO | RTF Ca sens inh | Keap1-Nrf2 PPI | LANA DNA inh | dFosB act | CDK5 p35 inh | NSD2 HMT inh | PfHsp90 set2 | cardiac RTF act | PvdQ acylase
Cc1cccc(OCC(=O)O/N=C(\N)c2ccccn2)c1C | 0 | -9 | -8 | 2 | -0.4 | 6 | -0.2 | -1 | 5 | 6 | -12
Cc1ccc(S(=O)(=O)N(C)/C(=N/S(=O)(=O)c2ccccc2)c2ccccc2)cc1 | 8 | -5 | 1 | -2 | -0.8 | -2 | -0.9 | 0 | . | -6 | 7
O=C1CSCN1c1cc(Cl)ccc1Cl | -14 | -6 | . | -2 | -0.2 | -3 | 0.8 | -2 | 5 | . | -2
CS(=O)(=O)c1cccc(-c2nnc(NC(=O)C3=COCCO3)o2)c1 | -6 | 5 | -4 | -2 | -1.0 | -13 | -0.6 | 3 | 35 | -6 | -9
CCC(=O)Nc1cccc(C(=O)OCC(=O)c2ccccc2Cl)c1 | -4 | -14 | -1 | -1 | 0.6 | 5 | -0.2 | 2 | 38 | -1 | -23
CNC(=S)N1N=C(c2ccc(C)cc2)CC1c1ccc(N(C)C)cc1 (stereo not given) | 4 | . | -9 | -5 | -2.1 | 5 | -1.0 | -2 | . | 1 | 2
Nc1nnnn1CC(=O)N/N=C/c1ccccn1 | -9 | -9 | . | 1 | 1.0 | -3 | -0.8 | -1 | 11 | . | -9
CCOC(=O)N1CCC(NC(=O)C2=CCN(S(=O)(=O)c3ccc(OC)cc3)CC2)CC1 | -7 | -15 | -13 | -6 | 0.4 | -13 | -1.2 | 0 | -1 | -1 | -13
O=C(CN1CC(=O)Oc2ccccc21)OCC(=O)c1ccccc1 | 9 | 10 | -5 | -1 | -1.4 | 1 | -1.7 | -3 | . | 3 | -7
O=C(NCCc1ccccc1)c1ccc(-n2cnnn2)cc1 | -6 | 3 | -5 | -4 | -1.0 | -2 | -1.8 | 3 | -17 | 4 | 14
CCC1C(=O)NCCN1Cc1nc(-c2ccc(C)s2)oc1C (stereo not given) | -2 | 72 | 0 | 0 | 1.3 | -13 | 0.1 | -5 | -12 | 8 | 2
COc1cc2c(cc1OC)C(C(=O)N(C)Cc1ccccc1)C(c1cccnc1)N(C)C2=O (stereo not given) | 2 | 8 | -6 | 7 | -0.1 | -7 | 2.1 | -3 | . | 0 | -12
O=C(c1ccc(N2C(=O)C3CCCCC3C2=O)cc1)N1CCCCC1 (stereo not given) | 3 | -15 | 3 | -2 | 4.6 | -4 | . | -2 | -10 | -3 | 5
Cc1nnc(SCC(=O)NC23CC4CC(CC(C4)C2)C3)n(N)c1=O | -14 | -14 | -3 | -1 | 0.1 | -1 | 0.5 | 2 | -38 | 2 | -7
COc1ccc(OCC(=O)NNC(=O)c2ccccn2)cc1 | 0 | 433 | -5 | -4 | -0.5 | 6 | -1.3 | -3 | . | 1 | -10
CSc1nnc(-c2cnccn2)n1CCCN1CCCC1=O | -2 | -11 | -3 | -4 | -0.5 | -3 | 0.4 | -1 | . | 0 | -5
Cc1nnc(-c2cnn(C)c2N)n1Cc1cccc(Cl)c1 | 6 | 1 | 3 | 0 | -2.3 | -1 | -0.5 | -1 | -6 | -3 | 1
COc1cc(OC)cc(C(=O)NCC(=O)OCc2csc(-c3ccccc3)n2)c1 | 4 | 4 | 18* | -5 | -0.4 | -1 | -0.5 | 1 | -5 | -3 | -8
CCCn1c(=O)c(C(=O)NNC(=O)c2cccc([N+](=O)[O-])c2)c(O)c2ccccc21 | 2 | -5 | -6 | -5 | 0.3 | 1 | -1.5 | 0 | 6 | 3 | 1
COc1cc(S(=O)(=O)Nc2cccc(C)c2)ccc1NC(=O)c1cccnc1 | 0 | -19 | -31 | -1 | -0.6 | -13 | -0.8 | 15 | 3 | 10 | -1
Cc1ccc(Cn2nc3c4cc(F)ccc4n(Cc4ccc(F)cc4)cc-3c2=O)cc1 | 1 | . | -6 | -1 | 0.7 | 3 | 0.8 | . | 22 | 0 | 0
Cc1c(Cl)cccc1NC(=S)N(CCCN1CCOCC1)Cc1cccs1 | -5 | 6 | -1 | 1 | -1.5 | -12 | -0.1 | 4 | -13 | -6 | -10
CCCCOc1ccc(N(CC(=O)NC2CCCC2)C(=O)CCC(=O)Nc2ccccn2)cc1 | -4 | 156 | -4 | -3 | 0.1 | 1 | -0.5 | 2 | 10 | 0 | -15
CN(C)C(=O)OCC1COc2ccccc2O1 (stereo not given) | 4 | -6 | -3 | 2 | -0.9 | 1 | 3.3 | 0 | -8 | -5 | 15
c1ccc(OCCOc2cccc3cccnc23)cc1 | -5 | 52 | -12 | -6 | 0.3 | -2 | 0.4 | 0 | 25 | 2 | -4
CC(=O)c1ccc(N2CCN(c3ccc(C(F)(F)F)cn3)CC2)cc1 | -16 | 17 | -18 | -1 | -1.6 | 3 | 0.3 | -5 | -1 | 2 | -10
CCOC(=O)c1cnc2c(Cl)c(Cl)ccc2c1NCCN1CCOCC1 | 3 | 2 | 2 | -3 | 1.8 | -7 | 0.7 | -2 | 16 | 3 | -12
O/N=C/c1ccccc1Oc1ccc(Cl)cc1 | -5 | 17 | 2 | 1 | -0.3 | -15 | 2.3 | -1 | 3 | 5 | -8
COCCSc1nc(N)c2c3c(sc2n1)CN(C)CC3 | -15 | -1 | -6 | -7 | -2.3 | -4 | 0.0 | 8 | 16 | 6 | -10
CCOC(=O)c1c(N2C(=O)C3C4C=CC(C4)C3C2=O)sc2c1CCC(C)C2 (stereo not given) | -11 | -3 | -16 | -3 | -1.2 | 2 | . | 7 | 11 | 4 | -4
O=C(c1ccc(-c2cccc(C(F)(F)F)c2)o1)N1CCOCC1 | -2 | 397 | -1 | -3 | 0.7 | -14 | -0.8 | 0 | -30 | -3 | -12
COc1ccc(C)cc1NC(=O)C(OC(=O)c1ccc(Cl)c(S(=O)(=O)N(C)c2ccccc2)c1)c1ccccc1 (stereo not given) | 6 | -8 | -4 | -5 | 0.5 | -4 | 0.8 | 1 | . | -1 | -5
CN(C)/C=N/C(=S)Nc1ccc(Cl)cc1Cl | 0 | -12 | -3 | -4 | -0.9 | 0 | 1.0 | 1 | -41 | 0 | -17
CC(C)CNC(=S)N(CCCN(C)C)Cc1cc2cc3c(cc2[nH]c1=O)OCCO3 | 5 | -13 | -4 | 4 | -0.7 | 0 | -0.1 | 6 | 1 | -5 | -5
O=C(c1cccc([N+](=O)[O-])c1)N1CCN(c2ccc(Cl)cc2)CC1 | 5 | 9 | 9 | -5 | 0.7 | -8 | -0.1 | 3 | -13 | 3 | -17
CC1Cc2ccccc2N1C(=O)C1CCCN(S(=O)(=O)c2cccc3nsnc23)C1 (stereo not given) | 1 | -13 | -7 | -4 | -0.9 | -12 | 0.1 | 5 | -8 | -6 | -4
COc1ccc(CNC(=O)N2CCN(S(=O)(=O)c3ccc(C)cc3C)CC2)cc1 | -2 | 16 | -3 | 3 | 1.8 | -14 | 1.9 | -2 | -6 | -5 | -18
CC1CCC2(CC1)NC(=S)N(C(C)(C)C)N2 (stereo not given) | 21 | -3 | . | -1 | 0.4 | -4 | 1.7 | 2 | -12 | . | 10
O=C(Nc1cccc(C(F)(F)F)c1)Nc1ccc(N2CCCC2)c(S(=O)(=O)Nc2ccccc2Cl)c1 | 1 | -16 | 0 | -1 | 0.2 | 3 | 0.0 | 0 | -12 | -4 | -6
Cc1ccc(CSCCC(=O)NCCC2=CCCCC2)cc1 | -3 | 2 | -9 | -2 | 0.7 | 2 | 0.1 | 0 | -13 | 5 | 2
CC(C)CC(NC=C1C(=O)OC(C)(C)OC1=O)C(=O)O (stereo not given) | -8 | -21 | 4 | -4 | 1.4 | -2 | -0.1 | -3 | -13 | -5 | 6
Cc1cccn2cc(-c3ccc(Cl)cc3)nc12 | 4 | 4 | 2 | -3 | -0.1 | -2 | 1.8 | -6 | 17 | 4 | 1
O=C1OC[C@@H]2CCCN2C(=O)[C@@H](CC(=O)N(CCO)Cc2ccccc2)C/C=C\C[C@H]1Cc1ccc(F)cc1 | 17 | 0 | -10 | 4 | 1.2 | -1 | -0.6 | . | 3 | 3 | 2
CC(=O)c1c(C)n(-c2ccc(C)cc2C)c2ccc(O)cc12 | 22 | -14 | 4 | 2 | -1.9 | -9 | 1.0 | 0 | 4 | -1 | 1
CC(=O)Nc1ccc(NC(=O)C/C(C)=N/NC(=O)c2cccc3ccccc23)cc1 | 11 | 356 | -5 | 2 | 2.2 | -7 | -1.0 | -6 | -5 | -4 | -7
